# Screens: PubChem, PCMD
# FXIIa inh = inhibitors of human coagulation factor XIIa | purified human FXIIa, AMC substrate fluorescence, 2 h | hit rate 0.2% among 33,000 | AID 701 | inhibition, % at 10 µM; in the data active = inhibition above about 30%;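 note: 0% = enzyme with vehicle only and 100% = no enzyme blank; many of its hits are not listed in these tables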
# Target sequence (P00748 20-372 limits assumed): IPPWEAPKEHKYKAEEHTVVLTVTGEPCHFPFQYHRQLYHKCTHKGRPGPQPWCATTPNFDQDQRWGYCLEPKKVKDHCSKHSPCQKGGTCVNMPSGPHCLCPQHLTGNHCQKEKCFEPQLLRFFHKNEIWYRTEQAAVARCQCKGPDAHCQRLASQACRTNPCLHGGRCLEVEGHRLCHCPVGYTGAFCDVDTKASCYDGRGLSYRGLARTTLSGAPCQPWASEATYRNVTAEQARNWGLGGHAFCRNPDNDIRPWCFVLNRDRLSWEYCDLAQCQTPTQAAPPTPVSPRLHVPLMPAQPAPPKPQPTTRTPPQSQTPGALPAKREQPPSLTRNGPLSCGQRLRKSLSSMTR
# Target sequence (P00748 373-615 limits assumed): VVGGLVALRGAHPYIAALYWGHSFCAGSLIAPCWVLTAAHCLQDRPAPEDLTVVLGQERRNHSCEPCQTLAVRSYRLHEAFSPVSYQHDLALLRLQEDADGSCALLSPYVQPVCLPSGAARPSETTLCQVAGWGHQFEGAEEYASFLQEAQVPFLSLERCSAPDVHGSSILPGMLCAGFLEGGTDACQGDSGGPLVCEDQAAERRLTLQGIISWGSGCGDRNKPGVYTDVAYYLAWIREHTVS
# FXIa inh = inhibitors of human coagulation factor XIa. AID 687. purified human FXIa, fluorogenic AMC substrate cleavage. P03951. hit rate 0.3% among 33,000. inhibition, % at 10 µM;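 active = inhibition above 40% in the primary screen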;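 note: 0% = enzyme without compound and 100% = blank wells lacking enzyme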
# Starred values were filed as active, the others as inactive.
SMILES,FXIIa inh,FXIa inh
c1ccc(CCn2c(C3CC3)nc3ccccc32)cc1,2,-3
Nc1cc2c([N+](=O)[O-])cccc2o1,8,3
CCc1cccc(C)c1N(C(=O)Cn1c(COC)nc2ccccc21)C(C)COC (stereo unspecified),1,-8
CCc1c(C)nc2ncnn2c1NCCc1ccccc1,7,0
CC(=O)Nc1ccc(S(=O)(=O)NC(CC(=O)NCCc2ccccc2)C(C)C)cc1 (stereo unspecified),3,14
COc1c2occc2c(OC)c2c(=O)cc(C)oc12,7,7
CC(=O)Nc1ccc2ccc3cccc4ccc1c2c34,-16,1
CCCCCNC(=O)CC1Nc2c3ccccc3nc(=S)n2C1=O (stereo unspecified),-7,-1
O=C(Cn1nc(-c2ccccc2)ccc1=O)NCCN1CCN(c2cccc(Cl)c2)CC1,-1,2
O=C(NCc1cccnc1)C1c2ccccc2C(=O)N1Cc1ccccc1 (stereo unspecified),4,-2
C=CCNC(=O)C(=O)NN=C1CCN(C)CC1,-1,-4
O=c1c2ccccc2nc(-c2ccc(Cl)cc2Cl)n1CCCn1ccnc1,6,-5
O=C(NCCc1ccc(O)cc1)c1ccc(Cl)cc1,7,-6
O=C(NCc1ccco1)c1ccc(NC(=O)C2COc3ccccc3O2)cc1 (stereo unspecified),4,-1
Cc1noc(NS(=O)(=O)c2ccc(NC(=O)CSc3nc4c(cc3C#N)CCCCC4)cc2)c1C,4,10
COc1ccccc1N1CCN(C(=O)Oc2ccccc2)CC1,-8,17
c1ccc(CCn2nnnc2CN2CCN(C3CCCC3)CC2)cc1,7,-11
CCOC(=O)Cc1csc(/C(=N/O)C(N)=O)n1,2,1
COCCCn1[nH]c2c3c(ccc2c1=O)C(=O)c1ccccc1C3=O,7,11
COc1ccc(-c2cc(-c3c(O)c(OC)c4occc4c3OC)[nH]n2)cc1,13,-11
c1cncc(-c2noc(-c3cccc4ccccc34)n2)c1,6,6
CCc1nc(C)ccc1OCC(=O)N(CC)CC,22,9
Cc1ccc(-c2cc(C(F)F)n3ncc(C(=O)N4CCN(c5cccc(C)c5C)CC4)c3n2)cc1,8,5
CC(C)c1nc(-c2ccccn2)no1,8,5
CC(C)(C)c1ccc(C(=O)NNC(=O)Cc2cccc3ccccc23)cc1,1,1
CCN1CC2=C(OC(N)=C(C#N)C2c2ccccc2)/C(=C\c2ccccc2)C1 (stereo unspecified),7,3
O=S(=O)(/N=C(\Sc1ccccc1)c1ccccc1)c1ccc(Cl)cc1,6,-13
O=C(CN(Cc1ccccc1)C(=O)c1cc2c(s1)CCC2)NCc1cccs1,7,11
O=C(CCc1nc(-c2ccccc2)no1)NCCc1ccccc1,2,-8
CC(c1ccccc1)N1CCn2c(nc3cc(NC(=O)NC4CCCCC4)ccc32)C1 (stereo unspecified),2,1
CCn1c2ccccc2c2cc(/C=N/n3cn[nH]c3=S)ccc21,2,-4
COCCn1cc(C(=S)N2CCOCC2)c2ccccc21,-3,3
Cc1cc(C)nc(N/N=C/c2ccco2)n1,3,0
CC(C)(C)C(=O)Nc1cccc(-c2nc3ccccc3[nH]2)c1,5,11
O=C(COc1ccc(Cl)cc1)N1CCCCC1,5,2
CCCc1nn(-c2ccccc2)c2c1C(c1cccs1)C(C#N)=C(N)O2 (stereo unspecified),9,-4
Cc1ccc(-c2nnc(SCC(=O)OC(C)C)n2N)cc1,5,-7
CC(C)n1c(/N=C/c2c[nH]c3ccccc23)nc2ccccc21,14,-8
COc1ccc(NC2=NCC(=O)N2c2ccccc2)c(OC)c1,6,-2
COc1ccccc1CN=Cc1[nH]c2ccc(Br)c(Cl)c2c1O,13,-7
CCOC(=O)c1ccc(NC(=O)C2(c3ccc(OC)cc3)CCOCC2)cc1,3,-2
CC(=O)CSc1nc2ccc(Nc3nc(N4CCOCC4)nc(N4CCOCC4)n3)cc2s1,5,-12
CC(NC(=O)c1ccco1)C1COc2ccccc2O1 (stereo unspecified),4,14
CC(=O)Nc1cccc(OCC(=O)Nc2ccc(F)cc2)c1,3,-4
c1coc(CNC2C3CC4CC(C3)CC2C4)c1 (stereo unspecified),-11,19
O=C(COc1cccc2ccccc12)N1CCN(c2ccccc2)CC1,2,-4
O=C(O)C1C2CCC(O2)C1C(=O)NCc1ccncc1 (stereo unspecified),-11,-2
Cc1ccc(Nc2nc3c([nH]2)c(=O)n(C)c(=O)n3C)cc1,-15,18
Clc1ccccc1CSc1nnc(-c2ccncc2)o1,4,-1
COc1ccc(NC(=O)CCN2CCCC(C)C2)cc1 (stereo unspecified),4,-1
CCOC(=O)c1c(-c2ccco2)csc1NC(=O)CSc1nnc(N)s1,-15,28
COc1cccc(C2C(C(C)=O)=C(O)C(=O)N2CCc2c[nH]c3ccccc23)c1 (stereo unspecified),4,2
CNC(=O)c1ccc(OC2CSC2)cc1,2,2
CC(=O)NCCC(=O)Nc1sc2c(c1-c1nc3ccccc3[nH]1)CCCC2,-23,26
Cn1cccc1C(=O)NC(=O)COC(=O)C12CC3CC(CC(O)(C3)C1)C2,11,8
CC(C)[C@H](NS(=O)(=O)c1ccccc1)C(=O)OCC(=O)NC(=O)c1cccn1C,5,3
Cc1c(Cl)cccc1NC(=O)CCCN1C(=O)CCC1=O,-9,27
CN(c1cccc(Cl)c1)S(=O)(=O)c1cccc(C(=O)NC2=NCCS2)c1,7,-2
CN(C)C(=O)C12CCC(C)(c3nc4ccccc4nc31)C2(C)C (stereo unspecified),-3,-6
CS(=O)(=O)NCCCNc1c(Cl)cccc1[N+](=O)[O-],6,-5

# Next entries follow:
SMILES,FXIIa inh,FXIa inh
COc1ccc2[nH]c(=O)c(CN(Cc3ccco3)C(c3nnnn3Cc3ccccc3)C(C)C)cc2c1 (stereo unspecified),2,8
O=C(CC1Nc2ccccc2NC1=O)NCCc1ccccc1 (stereo unspecified),11,7
CCOC(=O)N1CCN(C(=O)CS(=O)(=O)c2cn(Cc3ccccc3Cl)c3ccccc23)CC1,-21,-16
CCCCCn1nc(-c2ccccc2)c2nc3ccccc3nc21,3,5
O=C(NCCc1ccncc1)Nc1ccc(Cl)cc1,-15,33
COCc1cc(C)nc(N2CCNCC2)c1C#N,12,2
CC(=O)Nc1ccc(NC(=O)C(C)Oc2ccccc2F)cc1 (stereo unspecified),4,-1
CC(=O)Nc1nc(S(=O)(=O)c2ccc(C)cc2)c(Cl)s1,-1,-6
COc1cccc(CNC(=O)C2CCCN(S(=O)(=O)c3cccc4nonc34)C2)c1 (stereo unspecified),13,1
CCn1c(SCC(=O)Nc2nccs2)nnc1-c1ccncc1,-13,-14
c1ccc2[nH]c(CN3CCOCC3)nc2c1,4,-4
CCNc1nc(NCC)nc(OCCOC(=O)COc2ccc(Cl)cc2Cl)n1,5,1
Cc1cc2oc(=O)cc(CN3CCOCC3)c2cc1C,7,-5
CCn1nc(CC(=O)Nc2nnc(CC(=O)N3CCCCC3)s2)c2ccccc2c1=O,7,7
CCN(CC)Cc1cc(NC2=NS(=O)(=O)c3ccccc32)ccc1OC(=O)C(C)C,7,4
Brc1ccc(-c2nc3ncccn3c2NC2CCCCC2)o1,5,-5
Cc1cc(NC(=O)C2C3C(=O)N(CCC(C)C)C(C(=O)NCc4ccccc4)C34C=CC2(C)O4)no1 (stereo unspecified),3,-1
O=C(Cc1n[nH]c(=O)c2ccccc12)Nc1ccc(-c2nnc3n2CCCCC3)cc1,1,-7
c1ccc2c(c1)[nH]c1c(N3CCC4(CC3)OCCO4)ncnc12,3,6
COc1cc(/C=N/NC(=Nc2ccc(C)cc2)c2nc3ccccc3s2)ccc1O,-7,2
C=CCSc1nnc(-c2nnc(SCC=C)n2-c2ccccc2)n1-c1ccccc1,4,-10
CCCCOCCCNC(=O)CCCOc1ccccc1,6,0
Cc1ccccc1N(CC(=O)O)S(C)(=O)=O,1,2
CC(C)N(Cc1nc(-c2ccccc2)no1)C(=O)CN(C)S(=O)(=O)c1ccc(Br)cc1,-1,1
CCC(C)NC(=O)CSc1ncccc1C(=O)O (stereo unspecified),7,-3
CC(C)N(C(=O)C1CC(=O)OC12CCCCC2)C(C)C (stereo unspecified),24,-2
COc1c2c(nc3occc13)C(CC=C(C)C)(OC)C(O)CC2 (stereo unspecified),3,-5
CCOc1cc2[nH]c(=S)n(Cc3ccc(C(=O)NCC(OC)OC)cc3)c(=O)c2cc1OCC,0,1
CCCCC(c1nnnn1CCOC)N1CCN(CC)CC1 (stereo unspecified),0,3
O=C(Nc1cccn(Cc2ccccc2)c1=O)NC1CCCCC1,4,-11

# One compound at a time, from the list above.
# `O=C(Nc1cccn(Cc2ccccc2)c1=O)NC1CCCCC1` across the screens: FXIIa inh: 4; FXIa inh: -11
# `c1ccc2c(c1)[nH]c1c(N3CCC4(CC3)OCCO4)ncnc12` across the screens: FXIIa inh: 3; FXIa inh: 6

# Carrying on:
SMILES,FXIIa inh,FXIa inh
N#Cc1ccc(C(c2nnnn2Cc2ccccc2)N2CCCC2)cc1 (stereo unspecified),6,2
COC(=O)c1c(N)n(CCCN2CCOCC2)c2nc3ccccc3nc12,-11,-18
O=C1c2ccccc2NC(c2ccc(Cl)cc2Cl)N1Cc1ccccc1 (stereo unspecified),-21,22
Cc1ccc(CSc2nnc([C@@H]3CCCN3)o2)cc1,-2,1
COc1ccc(Nc2nc(C)cc(C)c2C(N)=O)cc1,2,4
CS(=O)(=O)Nc1ccc(C(=O)NCc2ccc3c(c2)OCO3)cc1,4,-5
Cc1nc2ncnn2c(N2CCN(C(=O)c3cccc(F)c3)CC2)c1C,7,-2
CCOc1ccc(-c2nn(-c3ccccc3)cc2/C=C2\SC(=S)N(C3CCS(=O)(=O)C3)C2=O)cc1 (stereo unspecified),7,-6
OCCCc1nc2n(n1)C(c1cccs1)C=C(c1ccc(Br)cc1)N2 (stereo unspecified),1,4
Cc1ccc(CN=Cc2[nH]c3ccc(Br)c(Cl)c3c2O)cc1,7,-6
O=C(CSC1=Nc2ccccc2C2=NC(c3ccccc3)C(=O)N12)NC1CCCCC1 (stereo unspecified),1,-8
CC(C)(C)C(=O)Nc1ccc(C(=O)Nc2cccnc2)cc1,1,-2
O=C(CSc1ncnc2c1oc1ccccc12)NCc1ccc(F)cc1,7,-3
Cc1ccc(CNC(=O)COC(=O)c2cnccn2)cc1,3,-8
Cn1cnc(S(=O)(=O)NCc2ccccc2)c1,-4,-2

# Brought forward from above: seven entries, then new ones.
SMILES,FXIIa inh,FXIa inh
OCCCc1nc2n(n1)C(c1cccs1)C=C(c1ccc(Br)cc1)N2 (stereo unspecified),1,4
Cc1ccc(CN=Cc2[nH]c3ccc(Br)c(Cl)c3c2O)cc1,7,-6
O=C(CSC1=Nc2ccccc2C2=NC(c3ccccc3)C(=O)N12)NC1CCCCC1 (stereo unspecified),1,-8
CC(C)(C)C(=O)Nc1ccc(C(=O)Nc2cccnc2)cc1,1,-2
O=C(CSc1ncnc2c1oc1ccccc12)NCc1ccc(F)cc1,7,-3
Cc1ccc(CNC(=O)COC(=O)c2cnccn2)cc1,3,-8
Cn1cnc(S(=O)(=O)NCc2ccccc2)c1,-4,-2
CCOC(=O)CSc1nc(C)c(C(C)=O)cc1C#N,-12,-3
CC1(C)CC(=O)C(/C=N/n2c(C(F)(F)F)nc3ccccc3c2=O)=C(O)C1,4,9
Cn1c(Cc2cccs2)nnc1SCC(=O)N1CCCc2ccccc21,-11,15
COc1ccc(NC2CS(=O)(=O)CC2NCc2ccccc2)cc1 (stereo unspecified),-16,5
CC(C)(C)n1nc2c(c1NC(=O)c1ccccc1F)CS(=O)C2 (stereo unspecified),-11,-11
CC1(C)NC(=O)N(CC(O)CN2CCCC2)C1=O (stereo unspecified),0,-2
N#CC1=C2SCC(O)(c3ccccc3)N2C(=O)CC1c1ccccc1F (stereo unspecified),-8,25
Cc1ccc(-c2nnc(SCc3ccc(C#N)cc3)n2Cc2ccco2)cc1,7,-8
CCCNC(=O)c1cc(-c2ccc(OC)cc2)on1,-1,3
Cc1nnc(Sc2nc3c(c(=O)n(C)c(=O)n3C)n2Cc2ccccc2Cl)s1,7,0
Cc1ccnc(NS(=O)(=O)c2ccc(CC(C)C)cc2)c1,-4,16
Cc1ccc(CSc2nnc(-c3cccnc3)o2)cc1,-3,0
CCOc1cc2c(C#N)c(N3CCCCC3)nc(N)c2c(N)n1,3,-3
CCCCCCC1CCC(c2nc(-c3ccncc3)no2)CC1 (stereo unspecified),-14,26
CCn1c(SCC(=O)NCc2ccccc2)nnc1-c1ccccc1O,5,4
COc1ccc(Oc2cc(C)c3ccccc3n2)cc1,-9,-7
O=C1NCC(c2ccccc2)C1C(=O)N/N=C\c1ccc(-c2cccc(Cl)c2Cl)o1 (stereo unspecified),1,-1
Oc1ccccc1CNc1ccc(Br)cn1,6,-3
O=C(Cc1cn2ccsc2n1)Nc1ccccc1Oc1ccccc1,6,2
COC(=O)C(C)Sc1snnc1-c1ccccc1 (stereo unspecified),2,7
CC(C)Cc1cc(C(=O)Nc2cc(C(F)(F)F)ccc2Cl)no1,1,-18
CCOc1nc(NCCO)nc(NCCC2=CCCCC2)n1,8,3
O=C(CCC(=O)Nc1nnc(C2CCCCC2)s1)NCC1CCCO1 (stereo unspecified),7,-1
c1ccc(-c2csc(NNC3=NCCCCC3)n2)cc1,4,-6
O=C(CSc1ccc2c(c1)OCCO2)Nc1ccc2c(c1)OCO2,3,-5
O=C(N1CCCC1)C12CCC3CC(CC(C3)C1)C2,7,3
O=C(c1ccccc1)N1CCC(c2nc3c(nnn3Cc3ccco3)c(=O)[nH]2)CC1,-1,6

# Some of the compounds tested; count on the stated rates, not on these rows.
